From PubChem
CASP6 VEID inh = inhibitors of human caspase-6; inhibition, % at 12.5 µM; purified caspase-6, Z-VEID-R110 cleavage fluorescence; 350,000 tested, 0.53% active; P55212; AID 686996;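 active = mean inhibition across replicates at least about 35%, with every replicate also reaching that limit, limit read from the data; inconclusive = only one of the two criteria met; inactive = neither criterion met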;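 note: 0% = median of neutral control wells and 100% = no fluorescence left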
DENV2 CPE rescue = inhibitors of DENV2 cytopathic effect; 350,000 tested, 1.7% active; DENV2-infected cells, cytopathic effect rescue, plate reader; CPE inhibition, % at 9.99 µM; in the data active = CPE inhibition above about 20%, passing the limit was not always enough; inconclusive = no clear call, values can overlap the other calls; tested in BHK-21 cells;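 note: 0% = median of neutral control wells and 100% = median of positive control wells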
ERAP1 HTS inh = inhibitors of human ERAP1 aminopeptidase; Q9NZ08; recombinant ERAP1, Leu-AMC fluorescence, 60 min; inhibition, % at 10.7 µM; 340,000 tested, 0.15% active;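 active = mean replicate inhibition of at least 30%, or all replicates individually reaching that 30% level; inactive = mean below 30% and not every replicate reaching it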;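 note: 0% = neutral control wells and 100% = L-leucinethiol positive control wells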
Target sequence (Q9NZ08 whole entry, looked up): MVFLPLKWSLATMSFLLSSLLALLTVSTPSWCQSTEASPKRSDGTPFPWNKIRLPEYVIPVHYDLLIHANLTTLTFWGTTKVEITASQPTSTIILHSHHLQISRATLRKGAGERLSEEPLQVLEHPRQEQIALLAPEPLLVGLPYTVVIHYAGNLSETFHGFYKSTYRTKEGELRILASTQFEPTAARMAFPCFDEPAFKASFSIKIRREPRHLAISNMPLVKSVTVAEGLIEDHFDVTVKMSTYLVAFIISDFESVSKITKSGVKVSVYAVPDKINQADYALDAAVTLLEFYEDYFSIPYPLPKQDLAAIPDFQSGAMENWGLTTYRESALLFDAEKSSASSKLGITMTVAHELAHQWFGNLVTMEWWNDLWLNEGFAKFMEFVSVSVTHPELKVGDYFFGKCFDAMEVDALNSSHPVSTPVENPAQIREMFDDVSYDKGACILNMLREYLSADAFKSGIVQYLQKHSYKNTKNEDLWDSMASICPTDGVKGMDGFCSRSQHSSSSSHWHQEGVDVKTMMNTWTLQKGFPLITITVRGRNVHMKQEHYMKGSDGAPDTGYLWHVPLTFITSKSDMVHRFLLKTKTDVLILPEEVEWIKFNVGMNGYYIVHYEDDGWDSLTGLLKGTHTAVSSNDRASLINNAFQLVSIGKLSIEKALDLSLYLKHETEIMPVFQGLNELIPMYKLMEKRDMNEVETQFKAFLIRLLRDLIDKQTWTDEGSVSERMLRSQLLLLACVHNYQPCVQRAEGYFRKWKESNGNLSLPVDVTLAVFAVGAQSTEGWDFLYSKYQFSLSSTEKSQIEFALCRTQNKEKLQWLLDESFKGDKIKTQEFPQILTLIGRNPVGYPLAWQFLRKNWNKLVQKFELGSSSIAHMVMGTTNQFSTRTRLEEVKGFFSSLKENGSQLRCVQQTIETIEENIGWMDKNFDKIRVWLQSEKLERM
SIRT5 block = inhibitors of human sirtuin-5 desuccinylase. 330,000 tested, 1.1% active. AID 652115. Purified SirT5, succinyl-peptide AMC, trypsin-coupled fluorescence. inhibition, % at 15 µM; in the data active = inhibition above about 15%; inconclusive = no clear call, values can overlap the other calls
CFTR F508del cor = correctors of CFTR F508del function in bronchial epithelial cells. 350,000 tested, 0.36% active. AID 720511. CFBE cells, YFP halide quenching; stimulated with forskolin plus potentiator P3; % fluorescence drop versus neutral controls. activity (quench increase), % at 7.58 µM;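 active = mean added fluorescence quench of at least 8% versus neutral control, with both replicates also reaching 8%; inconclusive = only one of the mean or replicate conditions met; inactive = mean below 8% and not both replicates reaching 8%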;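 note: cells transiently co-express mutant CFTR-F508del with the halide-sensitive YFP; corrector assay measuring rescue of mutant channel to the surface after 24 h compound exposure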
miR-122 sensor = miR-122 inhibition in Huh7 cells; Huh7 miR-122 Renilla luciferase sensor, 48 h; neutral wells = 0, positive control = 100; activation (reporter increase), % at 12.5 µM; 340,000 tested, 0.3% active; AID 602342;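 active = mean replicate activation score at least 90 and every replicate individually at or above 90; inconclusive = only one of the two criteria met; inactive = neither criterion met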;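 note: higher luciferase means less miR-122 activity so hits act as miR-122 inhibitors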
ERp5 inh = ERp5 (human) disulfide isomerase inhibition. Q15084. ERp5 insulin aggregation, absorbance 650 nm, 90 min. inhibition, % at 9.99 µM. 350,000 tested, 0.05% active. AID 651711;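 active = mean replicate inhibition above about 25%, with every replicate also reaching it, limit read from the data, passing the limit was not always enough; inconclusive = only one of those two criteria met; inactive = neither criterion met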
* marks the source's active call; other numbers are inactive results; ? = inconclusive; · = no result given; & = joins results of further samples; [ ] = dose if it differs, or a comment. No enrichment for hits; about 4% have a hit in one of these screens.

item	CASP6 VEID inh	DENV2 CPE rescue	ERAP1 HTS inh	SIRT5 block	CFTR F508del cor	miR-122 sensor	ERp5 inh	SMILES
1	-1.4	-8.4	5.1	-2.7	-2.5	0.5	-0.9	Cc1cc2c(NCc3ccccc3)ncnc2s1
2	-1.7	?	-2.6	2.1	-7.8	-5.1	0.3	CN(CC(=O)Nc1ccc(F)cc1)C(=O)c1cc2c(s1)CCCCC2
3	1.5	-10.5	-1.0	·	-1.9	3.9	-0.1	OC[C@@H]1CN(CCc2ccccc2)C[C@H](n2cnc3c(N4CCOCC4)ncnc32)O1
4	·	1.8	·	0.7	-0.8	·	-1.4	O=C(c1ccccc1F)N1CC(=O)N2[C@H](CO)[C@@H](c3ccc(-c4ccccc4)cc3)[C@H]2C1
5	0.6	2.6	1.6	-3.4	3.3	·	-2.0	O=C(NCCS(=O)(=O)N1CCN(c2ccccc2F)CC1)c1ccc(Cl)cc1
6	-3.9	?	2.2	4.2	0.8	·	-1.0	COc1ccc(NC(=O)CCSc2nc(C)cs2)cc1
7	4.5	1.5	·	·	1.6	·	-2.3	CC(C)(C)OC(=O)NCCCCCNC(=O)c1[nH]cnc1C(=O)Nc1ccccc1
8	-1.0	-3.6	-3.0	-3.1	-4.9	4.4	4.0	CC(C[N+](C)(C)C)OC(N)=O (stereo not drawn)
9	3.5	1.9	1.0	-9.0	-0.4	-3.2	10.8	CC(C)NC(=O)c1cc(C2CCCCN2S(=O)(=O)c2ccc(C#N)cc2)on1 (stereo not drawn)
10	1.1	3.2	2.5	112.2*	-3.7	·	2.1	Cc1cc(/C=C2/NC(=O)N(Cc3ccccc3F)C2=O)c(C)n1C(C)C
11	-3.0	-1.4	-2.5	0.1	2.5	-2.9	3.0	O=C(CSc1ccc(Cl)cc1)Nc1nnc(-c2ccco2)o1
12	-1.7	2.2	-5.1	-12.6	-5.4	·	1.4	O=S1(=O)N[C@H](Cc2ccccc2)COc2cc(N3CCCCC3)ccc21
13	0.0	37.2*	3.3	10.7	0.4&1.5	-16.5&15.2[16.7 µM]	12.7	C[C@H](CO)N1C[C@H](C)[C@H](CN(C)S(=O)(=O)c2cccs2)Oc2ncccc2C1=O
14	7.5	0.8	·	-0.2	3.6	-4.3	2.3	CC(=O)C[C@@H](O)CC(=O)[C@H]1OC(=O)[C@H](C)CCCCc2ccccc21
15	-1.5	-0.1	1.6	2.7	-0.7	16.3	-0.2	Cc1ccc(-c2csc(/C=C3\SC(C)C(=O)N3CC(=O)Nc3ccccc3F)n2)cc1 (stereo not drawn)
16	-0.8	3.3	0.8	-0.4	2.1	0.3	0.9	CCOC(=O)Cc1n[nH]c(=O)c2ccccc12
17	-0.5	-4.1	-0.3	2.1	0.0	-0.4[16.7 µM]	4.1	CO[C@H]1CN(C)C(=O)c2cc(NC(=O)C3CC3)ccc2OC[C@@H](C)N(CC2CCCC2)C[C@@H]1C
18	7.1	-1.9	1.6	-13.8	0.0	-1.9	-3.5	CCc1nc2c(OC)cccn2c1N(C)C(=O)c1ccccc1F
19	-0.1	3.2	15.5	-2.2	0.4	·	1.1	Cc1nc(C)c(NC(=O)OC(C)C)cc1NC(=O)OC(C)C
20	-0.5	6.3	-3.7	-2.0	-7.3	-1.4	-3.1	CC(C)(C)C1CCc2sc(C(=O)NNC(=O)CCl)cc2C1 (stereo not drawn)
21	3.7	-0.3	3.9	1.5	2.2	-5.0	-0.3	Cc1ccc(-n2nc3c(c2NC(=O)c2cccs2)CS(=O)(=O)C3)cc1
22	-2.0	-4.8	-1.3	2.4	1.2	-5.2	-6.7	Cc1ccc(-c2csc(N(CCO)CCCn3c(C(F)(F)F)nc4ccccc43)n2)cc1
23	2.0	-2.1	0.5	2.4	-0.6	·	-4.8	CN1C(=O)c2cc(NC(=O)c3cnccn3)ccc2OC[C@H]2O[C@@H](CC(=O)NCC3CCCCC3)CC[C@@H]21
24	1.3	1.3	-3.6	-4.4	0.8	7.4	-14.2	CC(=O)NC(CC(=O)OCC(=O)Nc1cc(S(=O)(=O)N2CCCCC2)ccc1C)c1ccccc1 (stereo not drawn)
25	-2.5	6.2	·	-2.1	1.2	21.2	-1.3	Cc1cc(C)nc(N/N=C/c2cn[nH]c2-c2ccccc2)n1

Single records (already shown). Order of screens: CASP6 VEID inh, DENV2 CPE rescue, ERAP1 HTS inh, SIRT5 block, CFTR F508del cor, miR-122 sensor, ERp5 inh
CCOC(=O)Cc1n[nH]c(=O)c2ccccc12 reads -0.8, 3.3, 0.8, -0.4, 2.1, 0.3, 0.9
Cc1ccc(-c2csc(N(CCO)CCCn3c(C(F)(F)F)nc4ccccc43)n2)cc1 reads -2.0, -4.8, -1.3, 2.4, 1.2, -5.2, -6.7

A draw from above in order of SMILES length, high to low.
item	CASP6 VEID inh	DENV2 CPE rescue	ERAP1 HTS inh	SIRT5 block	CFTR F508del cor	miR-122 sensor	ERp5 inh	SMILES
4	·	1.8	·	0.7	-0.8	·	-1.4	O=C(c1ccccc1F)N1CC(=O)N2[C@H](CO)[C@@H](c3ccc(-c4ccccc4)cc3)[C@H]2C1
21	3.7	-0.3	3.9	1.5	2.2	-5.0	-0.3	Cc1ccc(-n2nc3c(c2NC(=O)c2cccs2)CS(=O)(=O)C3)cc1
11	-3.0	-1.4	-2.5	0.1	2.5	-2.9	3.0	O=C(CSc1ccc(Cl)cc1)Nc1nnc(-c2ccco2)o1

(next part)
item	CASP6 VEID inh	DENV2 CPE rescue	ERAP1 HTS inh	SIRT5 block	CFTR F508del cor	miR-122 sensor	ERp5 inh	SMILES
26	3.7	12.5	-0.2	·	1.5	5.8	1.8	[O-][N+](=Cc1ccccc1)CC1(O)CCCCC1
27	0.4	-0.9	1.2	-1.4	-0.8	-1.6	3.1	COC(=O)c1ccccc1NS(=O)(=O)c1ccc(NC(C)=O)cc1
28	0.0	-6.9	8.5	-1.9	-3.9	·	6.8	CCc1ccccc1NC1Nc2cc(C)nn2S1 (stereo not drawn)
29	-4.2	5.2	·	6.4	-2.4	-3.6	-3.5	O=C(Cc1ccc(-n2c(=O)c3sccc3n(CC(=O)Nc3ccccc3F)c2=O)cc1)NCc1ccco1
30	4.8	5.9	-2.4	22.9*	0.8	-7.9	0.5	CCCCC(=O)Nc1ccc2c(c1)nc(CCNC(=O)c1ccco1)n2C
31	-1.9	7.6	6.6	-6.6	0.9	·	-1.7	CC(O)CNC12CC3CC(CC(C3)C1)C2 (stereo not drawn)
32	1.4	5.0	0.1	-4.1	-2.1	·	6.8	Cc1ccc(-c2ccc([C@H]3[C@H](CO)N4C(=O)CN(C(=O)c5ccccc5)C[C@@H]34)cc2)cc1
33	0.4	1.2	-0.6	6.6	2.2	7.1[16.7 µM]	1.4	O=C(C[C@H]1CC[C@@H]2[C@H](COC[C@@H](O)CN2C(=O)Nc2ccccc2)O1)NCCCN1CCOCC1
34	-0.5	4.3	-2.8	-2.6	-2.2	1.7	-6.6	Cc1ccsc1C(=O)N1CCC(CO)(Cc2ccccc2)CC1
35	·	1.3	2.3	1.9	-0.8	·	1.9	CCOc1cc(/C=C/c2ccc3cccc([N+](=O)[O-])c3n2)ccc1OCC(=O)N(C)C
36	-0.8	-12.1	-2.5	·	-1.0	1.1	3.3	O=C(N[C@@H](c1ccccc1)[C@@H]1C[C@H]1C(=O)O)OCc1ccccc1
37	5.7	12.7	3.5	0.1	3.0	-8.4	-0.4	O=c1cc(-c2ccc(O)cc2)oc2c([C@@H]3O[C@H](CO)[C@@H](O)[C@H](O)[C@H]3O)c(O)c([C@@H]3O[C@H](CO)[C@@H](O)[C@H](O)[C@H]3O)c(O)c12
38	-1.6	·	0.6	2.8	-0.8	·	-3.1	O=C(CNCc1ccco1)Nc1ccc(Oc2ccccc2)cc1
39	-0.2	48.0*	0.6	-0.6	-1.0	0.4[16.7 µM]	-1.8	CN(C)C(=O)C[C@H]1CC[C@H]2[C@@H](COC[C@H](O)CN2CC2CCCC2)O1
40	-1.1	11.6	4.5	·	2.0	0.7	0.6	Cc1ccc(C)c(CSC2=NCCN2C(=O)c2cccs2)c1
41	1.1	-6.1	0.0	·	7.2	·	1.8	NS(=O)(=O)c1ccc(CCNc2ccn3nc(-c4cccc(C(F)(F)F)c4)cc3n2)cc1
42	2.5	?	-0.4	-1.1	0.8	27.4	-4.6	CCOC1=C2[C@@H](CN(S(=O)(=O)c3ccc(C)cc3)[C@H]2c2ccccc2F)[C@H]2C(=O)N(CC)C(=O)[C@H]2C1
43	-1.4	1.1	-1.7	?	0.9	7.1[16.7 µM]	-0.8	CC(=O)N(C)C[C@H]1Oc2cc(C#C[C@@H](C)O)ccc2S(=O)(=O)N([C@@H](C)CO)C[C@@H]1C
44	-2.4	-4.6	4.6	-2.5	·	·	4.7	Cc1ccc(NC(=O)Cn2ccsc2=N)c([N+](=O)[O-])c1
45	-2.2	-1.7	0.5	2.2	-0.6	·	0.9	COc1cc(=O)oc(C=O)c1C
46	0.9	6.3	0.7	-1.9	-1.4	4.8	-6.3	Cc1nc(C(=O)N2CCc3c([nH]c4ccccc34)C2c2ccccn2)cs1 (stereo not drawn)
47	0.7	-0.4	1.0	-6.8	-2.9	7.3[16.7 µM]	-4.0	COc1ccc(CN(C)C[C@@H]2OCCCC[C@H](C)Oc3ccc(NC(=O)Nc4cccc5ccccc45)cc3C(=O)N([C@H](C)CO)C[C@@H]2C)cc1
48	1.9	7.8	·	-0.6	2.6	·	2.4	COc1ncccc1C(=O)Nc1c(-c2ccccc2)[nH][nH]c1=O
49	-5.1	-11.4	-0.1	-1.1	1.0	0.7[16.7 µM]	-0.5	COc1ccc(S(=O)(=O)Nc2ccc3c(c2)C(=O)N([C@H](C)CO)C[C@H](C)[C@@H](CN(C)S(=O)(=O)c2c(C)noc2C)OCCCC[C@H](C)O3)cc1
50	0.1	-3.8	-2.4	0.1	0.0	-2.4	-0.1	O=C(NCC1CCCCC1)c1cccnc1
51	-0.9	7.4	0.7	-3.8	-4.4	11.9[16.7 µM]	4.0	COc1ccccc1C(=O)Nc1ccc2c(c1)C(=O)N(C)C[C@H](OC)[C@H](C)CN(C(C)=O)[C@H](C)CO2
52	-3.1	-1.2	-2.0	·	-1.8	4.2	-3.8	CCOC(=O)C(Cc1ccnnc1)=NO
53	3.9	-1.7	0.4	-4.5	1.2	-2.4	6.8	COc1cccc(N2CC(C(=O)Nc3nnc(SCC(=O)Nc4ccc(NC(C)=O)cc4)s3)CC2=O)c1 (stereo not drawn)
54	-2.0&-3.9	12.5&-4.6	-2.5&-2.0	-6.7&-4.0	1.2&3.6	-3.6&2.6	-1.9&2.9	CCCC(CCC)C(=O)O
55	-1.1	5.2	-3.1	-3.2	0.4	-3.9	1.5	C/C(=N\NC(=O)c1nnn(-c2nonc2N)c1CSc1ccccc1)c1cccnc1
56	-2.8	-9.1	-2.9	1.3	4.1	·	3.8	O=C(N/N=C/c1ccc(-c2ccc([N+](=O)[O-])cc2)o1)[C@H]1C[C@@H]1c1ccccc1
57	-3.3	·	-0.1	-11.6	-1.6	·	-2.3	Cc1cccc2cc(CN(Cc3ccc(F)cc3)Cc3nnnn3C3CCCC3)c(=O)[nH]c12
58	-3.1	-5.9	-3.3	-3.0	2.6	0.6	0.0	CCCCN(C(=O)CSc1nnc(-c2ccc(Cl)cc2)o1)c1c(N)n(CC(C)C)c(=O)[nH]c1=O
59	-1.5	-1.2	0.0	1.4	-1.3	·	2.4	Cc1ccc(C(N)=Nc2ccccc2)cc1
60	-4.9	-0.1	-1.8	-3.6	5.3	-2.9	-2.9	CCOc1ccc(CCNC(=O)COC(=O)c2ccc(OC)c(OC)c2OC)cc1OCC
